OXTR potentiate: human OXTR potentiation; P30559; CHO-OTR cells, Fluo-8 calcium fluorescence, potentiator mode; 0% = oxytocin EC15, 100% = EC100; activation, % at 3 µM; 320,000 compounds, 0.061% hits;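 active = activation above that plate's cutoff, the mean activation of tested compounds plus 3 SD, cut at about 6.6% in these data, passing the limit was not always enough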;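 note: 100% uses oxytocin at 75 nM as the full agonist control; some results filed as inactive read as strong as hits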
Target sequence (P30559 whole entry, looked up): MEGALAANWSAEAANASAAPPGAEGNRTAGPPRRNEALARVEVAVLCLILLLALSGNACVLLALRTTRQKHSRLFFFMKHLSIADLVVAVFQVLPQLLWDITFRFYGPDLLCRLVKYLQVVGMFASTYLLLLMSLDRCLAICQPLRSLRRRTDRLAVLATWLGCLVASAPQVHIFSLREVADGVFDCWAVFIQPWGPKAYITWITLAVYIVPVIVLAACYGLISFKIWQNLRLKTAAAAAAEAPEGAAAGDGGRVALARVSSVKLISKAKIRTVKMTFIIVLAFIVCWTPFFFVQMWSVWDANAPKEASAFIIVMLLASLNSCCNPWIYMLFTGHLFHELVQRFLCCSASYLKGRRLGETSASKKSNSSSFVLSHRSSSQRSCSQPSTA
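Measured by – Fluo-8 calcium dye fluorescence · Test system – human OTR in CHO cells · Dosing – one concentration, 3.0 µM compound · Controls – EC15 oxytocin alone as 0%, 75 nM oxytocin as 100% · Evaluation – normalized max/min fluorescence ratio, % activation · Timing – 6 min pre-incubation, 100 s read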
CHO-K1 Ca antag: nonselective inhibitor or artifact in parental CHO-K1 cells; inhibition, % at 3 µM; ATP-induced calcium, Fluo-8 fluorescence; 360,000 compounds, 0.6% hits; AID 602250;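 active = inhibition above a per-plate cutoff, the plate's mean sample inhibition plus 3 SD, cut at about 24% in these data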;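 note: 0% = DMSO plus EC80 ATP and 100% = DMSO alone without ATP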
CHRM1 antagonist: human CHRM1 antagonism; P11229; CHO-K1 hM1, Fluo-8 calcium fluorescence, ACh EC80 antagonist; inhibition, % at 3 µM; 360,000 compounds, 1.3% hits; AID 588852;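 active = percent inhibition above its own plate's cutoff, namely the mean of that plate's compound wells plus 3 SD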;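 note: peak over basal fluorescence ratio during 140 s after agonist addition; 0% = ACh EC80 plus DMSO and 100% = DMSO alone without agonist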
CHRM1 PAM: positive allosteric modulators of human M1 muscarinic receptor | P11229 | CHO-K1 hM1, Fluo-8 calcium fluorescence, ACh EC20; 0% = ACh EC20, 100% = maximal ACh | activation, % at 3 µM | 360,000 compounds, 0.088% hits | AID 588819; in the data active = activation above about 19%, passing the limit was not always enough
CHO parental Ca: signal in parental CHO cells, OX1R antagonist counter-screen; 330,000 compounds, 0.63% hits; parental CHO-K1, ATP-induced calcium, Fluo-8 fluorescence; inhibition, % at 5.6 µM;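 active = inhibition above that plate's mean sample inhibition plus 3 SD, cut at about 26% in these data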;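 note: 0% = ATP-challenged DMSO wells and 100% = DMSO wells without ATP; some compounds past the cut are filed as inactive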
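material = parental CHO cells | also added = ATP as calcium-mobilizing challenge | dosing = single point at 5.6 µM | detection = intracellular calcium via Fluo-8 no-wash fluorescent dye | read-out = % inhibition | benchmarks = low control ATP plus DMSO, high control DMSO only | repeats = one well per compound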
CHRM4 agonist: agonists of human muscarinic M4 receptor (CHRM4); P08173; CHO-K1 hM4/Gqi5, Fluo-8 calcium fluorescence; vehicle 0%, full acetylcholine response 100%; activation, % at 3 µM; 360,000 compounds, 0.14% hits; AID 624127;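 active = activation above the run mean over all test wells plus 3 SD, cut at about 32% in these data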;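 note: peak over basal fluorescence ratio per well then scaled between controls; 0% = DMSO wells and 100% = acetylcholine at EC100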
Target sequence (P08173 whole entry, looked up): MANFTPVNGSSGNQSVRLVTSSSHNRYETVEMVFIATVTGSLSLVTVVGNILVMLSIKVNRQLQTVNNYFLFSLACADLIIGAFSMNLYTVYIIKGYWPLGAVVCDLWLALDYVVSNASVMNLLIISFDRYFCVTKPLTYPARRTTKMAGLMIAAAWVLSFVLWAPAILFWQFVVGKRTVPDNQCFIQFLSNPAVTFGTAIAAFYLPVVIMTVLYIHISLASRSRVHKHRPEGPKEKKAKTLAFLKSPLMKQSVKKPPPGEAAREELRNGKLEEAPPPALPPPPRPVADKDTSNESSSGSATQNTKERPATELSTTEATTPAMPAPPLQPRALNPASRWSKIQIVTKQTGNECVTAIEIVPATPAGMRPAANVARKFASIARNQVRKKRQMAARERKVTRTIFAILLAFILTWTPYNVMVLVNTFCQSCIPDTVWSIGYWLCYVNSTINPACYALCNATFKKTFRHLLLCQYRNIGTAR
CHO-K1 Ca ag: counter-screen for M1 agonists: effect in parental CHO-K1 cells; Fluo-8 calcium fluorescence; scaled to maximal ATP response, vehicle zero; activation, % at 3 µM; 360,000 compounds, 0.48% hits; AID 602248; in the data active = activation above about 15%;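 note: untransfected CHO-K1 host cells lacking M1 receptor as counterscreen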
M1 ag: human M1 muscarinic receptor agonism; CHO-K1 hM1, Fluo-8 calcium fluorescence, agonist mode; 0% DMSO, 100% acetylcholine EC100; activation, % at 3 µM; 360,000 compounds, 0.33% hits; AID 588814;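 active = activation above the run's mean compound activation plus 3 SD, cut at about 16% in these data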;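 note: peak over basal fluorescence ratio within a 140 s kinetic read after compound addition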
CHRM4 antagonist: CHRM4 antagonism in calcium assay. inhibition, % at 3 µM. 360,000 compounds, 0.73% hits. CHO-hM4 cells, ACh EC80, Fluo-8 calcium fluorescence. P08173;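 active = inhibition above its plate's cutoff, the mean inhibition of sample wells plus 3 SD, cut at about 27% in these data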;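 note: 0% = acetylcholine EC80 with DMSO and 100% = DMSO without agonist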
Active calls of the source: *; / = no result given.

SMILES	OXTR potentiate	CHO-K1 Ca antag	CHRM1 antagonist	CHRM1 PAM	CHO parental Ca	CHRM4 agonist	CHO-K1 Ca ag	M1 ag	CHRM4 antagonist
COc1ccc(OCC(=O)Nc2ncc3c(n2)CC(C)(C)CC3=O)cc1	-4	-8	-5	-1	-6	1	0.7	-4	-21
CCOC(=O)c1ccccc1NC(=O)COC(=O)C(CC)Oc1ccccc1 (stereo not given)	/	-23	-7	-8	/	1	-0.3	-3	-3
Clc1ccccc1Cn1nnc2c(N3CCOCC3)nc(C3CC3)nc21	-13	6	-13	8	-12	0	-0.3	-5	7
O=[N+]([O-])c1ccc(O)c(-c2nc(-c3ccccc3)c(-c3cccs3)[nH]2)c1	-11	2	2	4	-6	0	0.3	-2	-6
COC1=C(C)C(O)=C(C(=O)/C=C/c2ccccc2)C(=O)C1(C)C	6	-12	-2	8	-31	3	0.6	0	-6
CN(Cc1ccccn1)Cc1cn(Cc2ccccc2)nc1-c1ccc2c(c1)OCO2	-2	-8	-2	-1	-22	1	1.0	-8	12
NS(=O)(=O)c1ccc(NC(=S)NC(=O)/C=C/c2cccs2)cc1	-15	1	5	2	-5	0	6.8	-3	0
CCc1ccc(NC(=O)CSc2nc3ccccc3c(=O)n2CCCC(=O)N2CCCC2)cc1	3	25*	-6	10	-1	0	-0.4	1	1
CC(NC(=O)c1ccccc1O)c1ccccc1 (stereo not given)	-2	-18	-15	4	-7	5	4.5	-2	-1
Clc1ccc(SCc2cn3cccnc3n2)cc1	-1	-30	-10	3	0	0	0.8	-3	7
CC[C@]12c3[nH]c4cc(CCC(=O)N(C)C)ccc4c3CCN1C(=O)[C@@H](CC(=O)NC/C=C(\C)CCC=C(C)C)C[C@@H]2C(=O)N1CCN(C(=O)c2ccco2)CC1	/	-5	0	-6	-4	0	-0.3	-11	10
O=S(=O)(NCc1ccc(Cl)cc1)NCc1ccccc1F	-8	10	6	-6	-10	-1	-0.1	-4	-1
CC(C)CN(C(=O)CCC(=O)OCC(=O)N(C)c1ccccc1)c1c(N)n(CC(C)C)c(=O)[nH]c1=O	-5	14	-11	6	6	0	0.4	-2	8
CCOc1ccc(C(=O)NCc2cccnc2)cc1[N+](=O)[O-]	2	-11	-4	11	-17	1	0.8	-12	-8
O=C1NC[C@H](CCCCN2C[C@H](Cc3ccc(O)cc3)N(CCC3CCCCC3)C(=O)C2=O)N(CC2CCCCC2)C1=O	/	-13	/	/	/	0	1.0	/	0
COC(=O)C(O)(NC(=O)OCc1ccccc1)C(F)(F)F (stereo not given)	0	15	-9	9	-2	0	0.0	-6	-1
COc1ccc(CCNC(=O)CN(c2ccc(C)cc2)S(=O)(=O)c2c(C)noc2C)cc1OC	-2	-2	-2	1	2	2	0.4	-6	-14
Cc1ccc(NC(=O)N2CCc3ccccc32)cc1	-16	-8	-6	10	1	0	-0.3	-2	-1
Cc1c(CC(=O)NCC(=O)N[C@H](Cc2ccccc2)C(=O)O)c(=O)oc2cc(O)ccc12	1	2	0	0	-4	0	-0.1	-2	-8
CC(C)(C)c1csc(NC(=O)c2cccnc2Cl)n1	-2	-9	-4	0	0	2	1.1	-2	-12
O=C(Nc1cc(-c2ccccc2)nn1C1CCCCC1)c1ccc(Cl)cc1	-11	-3	36	-27	21	8	-0.5	-9	21
O=C(c1cc2cc(Cl)cc(Cl)c2oc1=O)N1CCOCC1	-16	-6	1	3	-11	0	-0.1	-4	4
CC(=O)Nc1ccc(NC(=O)Nc2ccccc2C)cc1	4	4	-6	3	-2	1	0.3	0	-2
Cc1ccc(/C=N/N=C2\SCC(=O)N2CC2CC2)cc1	-7	-13	-17	3	-1	-2	-0.1	-7	4
Cc1ccccc1C(=O)Nc1ccc2nc3n(c(=O)c2c1)CCCC3	3	-6	0	1	-21	5	1.6	-7	-2
c1coc(C2Nc3ccccc3C3OCCC23)c1 (stereo not given)	-4	-10	-12	7	7	1	0.1	-2	0
Cc1sc2nc(-c3cccs3)oc(=O)c2c1C	0	-4	-13	2	-15	1	-0.1	-2	-6
CN(CCOc1ccc(Cl)cc1)CC(O)c1ccccc1 (stereo not given)	-9	-28	-11	-2	-7	11	2.8	-11	-33
O=C(Nc1nc2ccccc2[nH]1)c1ccc(Cl)c(S(=O)(=O)N2CCCC2)c1	-13	-6	6	-1	-24	12	4.9	-1	-19
COc1ccc(C2(c3ccc(OC)cc3)NC(=O)N(CC(=O)N(C)C)C2=O)cc1	-10	-15	-14	14	-6	1	2.3	1	3
COc1ccc(/C=N/Nc2cc(C)nc3ccc(Br)cc23)cc1	-13	-18	1	2	-21	0	1.4	-5	-4
CC(C)c1nc(N2CCOCC2)c(C#N)c2c1CCC2	-3	-1	5	-4	-3	-1	-0.4	-6	-4
CCOC(=O)c1cc(C#N)c(N2CCN(C(=O)c3ccccc3)CC2)nc1C(F)(F)F	-8	-8	-7	-2	-4	2	0.2	-6	-8
CCCCCOc1ccc(/C=C/c2c([N+](=O)[O-])c(=O)n(C)c(=O)n2C)cc1	-19	-9	-14	5	-12	2	0.3	-2	1
Cc1cc(NC(=O)CSc2nc3ccccc3c(=O)n2-c2ccccc2)no1	-12	5	-22	4	-9	1	5.6	-2	-1
C/C(=N\NS(=O)(=O)c1ccc(C(C)(C)C)cc1)c1ccccc1	-9	3	9	3	-9	0	-0.1	-1	-7
COc1cccc(CN2CCN(c3nc4nonc4nc3N3CCCCC3)CC2=O)c1	-3	0	-18	8	-5	1	0.6	-6	8
CCNC(=O)CCSc1nc2cc(Cl)ccc2o1	-13	-19	-4	7	-10	2	1.4	-3	-5
COc1ccccc1Oc1nc2ccccn2c(=O)c1/C=C(\C#N)C(=O)Nc1c(C)n(C)n(-c2ccccc2)c1=O	-3	-11	-1	4	-6	1	1.5	-6	4
Cc1ccc(NC(=O)c2ccc(=O)[nH]n2)cc1S(=O)(=O)Nc1ccc(SC(F)F)cc1	2	4	12	-6	1	5	1.7	-2	14
CCOC(=O)c1sc(-c2ccccc2)cc1NC(=O)Nc1ccccc1	-8	-6	-10	3	-16	0	0.6	-8	-19
COc1ccc(CCN2C(=O)NC(NS(=O)(=O)c3ccc(NC(C)=O)cc3)(C(F)(F)F)C2=O)cc1OC (stereo not given)	-11	0	-6	3	-8	0	0.8	-6	10
CC(C)c1ccc(NC(=O)COc2nncc3ccccc23)cc1	-8	-3	-1	4	4	3	0.6	-3	-4
CC1(C(=O)NNC(=S)NCC2CCCO2)CC1(Cl)Cl (stereo not given)	0	-5	-10	5	0	-2	0.3	-3	-1
COc1ccc(S(=O)(=O)NC(C)C)cc1C(=O)NC1CCCCC1	-5	-7	-3	12	-6	1	-0.2	-5	-2
C=CCNc1ncnc2c1[nH]c1ccc(Cl)cc12	-6	15	24	-8	10	15	8.4	2	8
Cc1cc(S(=O)(=O)NCc2ccc(S(N)(=O)=O)cc2)c(C)s1	-4	8	2	1	-5	1	0.1	-5	8
COC(=O)CCCn1cc(CN2CC(N3CCN(C)CC3)CS2(=O)=O)nn1 (stereo not given)	/	13	/	/	/	1	0.3	/	6
Cc1ccnc(SCc2cc(=O)c(OC(=O)c3ccco3)co2)n1	-5	0	-5	7	-4	0	0.0	0	-3
COc1ccccc1NS(=O)(=O)c1ccc(C(=O)N2CCCC(C(F)(F)F)C2)cc1 (stereo not given)	-12	9	11	-2	-9	5	2.4	7	-1
Going on with the list.
SMILES	OXTR potentiate	CHO-K1 Ca antag	CHRM1 antagonist	CHRM1 PAM	CHO parental Ca	CHRM4 agonist	CHO-K1 Ca ag	M1 ag	CHRM4 antagonist
O=S(=O)(NCCc1ccc(F)cc1)c1cc(C(F)(F)F)ccc1Br	/	-10	1	-3	/	-2	0.7	-8	9
C=CCNC(=O)COC(=O)c1cc(S(=O)(=O)N2CCOCC2)ccc1N1CCCCC1	-3	-5	1	2	-9	0	0.3	-7	-6
COC(=O)N/N=C(\C)c1ccco1	-3	-12	-8	12	-8	1	0.7	-5	-5
FC(F)(F)c1cccc(N2CCN(C3CC4CCC3C4)CC2)c1 (stereo not given)	-14	-11	-11	1	3	-1	-0.5	11	-27
N#CCCNC(=O)CCN1CCOCC1	-10	-6	-5	5	13	0	0.1	-4	-5
CC(C)C[C@H](NC(=O)c1nc[nH]c1C(=O)N1CCN(c2ccccc2)CC1)C(=O)OC(C)(C)C	-6	-4	-10	-3	-31	0	-0.3	-6	-1
CCCCN(C=O)c1c(CC)nc2c(OCCOc3ccc(F)cc3)cccn12	/	-9	-9	-5	/	4	3.3	-5	-2
Cc1c(Br)c([N+](=O)[O-])nn1CC(=O)Nc1ccc(Cc2ccncc2)cc1	-15	10	8	-9	16	8	3.2	-10	4
O=C(/C(=C/O)N=Nc1ccccc1)c1ccc(Cl)cc1	-7	12	-2	3	1	1	-0.3	-7	0
CN(Cc1nccn1C)C(=O)CC1C(=O)NCCN1Cc1ccc(F)cc1Cl (stereo not given)	-4	-11	-9	9	-1	0	1.7	-4	-4
O=C(NCc1ccc2c(c1)OCO2)C1CCCN1S(=O)(=O)c1ccc(Cl)cc1 (stereo not given)	-5	-16	-10	9	-10	1	0.9	-5	-5
O=C(Nc1ccc(S(=O)(=O)N2CCCCCC2)cc1)c1ccco1	-16	-3	-2	7	-14	4	1.2	-3	2
Cc1nn(CC2CC2)c(=O)n1-c1ccc(C(C)C)cc1	-26	-10	-9	10	-2	1	-0.1	-4	-17
C/C(=N\NC(=O)c1csc(C)c1C)c1ccc(Cl)s1	-12	-4	0	-6	-15	2	-0.1	-4	-2
Cc1ccc2nc(C)cc(C(=O)N/N=C/c3ccncc3)c2c1	-6	-4	-14	14	-10	1	0.5	-3	5
Cc1cc2oc(=O)cc(CN3CCN(Cc4ccc5c(c4)OCO5)CC3)c2cc1C	-16	9	20	-10	100*	4	0.3	-4	-6
O=c1[nH]c2sc3c(c2c(=O)n1Cc1ccccc1)CCC3	-15	9	-1	1	-11	0	0.2	-2	15
Cc1ccccc1-c1cc(C(=O)N/N=C/c2cccnc2)c2ccccc2n1	/	-9	-7	3	/	4	2.0	0	1
O=C(Nc1ccc(S(=O)(=O)N2CCCCC2)cc1)c1ccc(Cl)nc1	-13	0	9	-5	2	10	6.9	-1	9
O=S(=O)(NC1CCCCC1N1CCCCC1)c1ccc(Cl)cc1 (stereo not given)	2	-8	1	-3	-19	0	0.1	-9	8
CCCCNC(=S)NNC(=O)c1ccc(Br)o1	-2	-10	-4	2	-4	1	-0.3	-4	5
CSc1ccc(Cl)c(C(=O)NCCOc2ccccc2)c1	-5	-9	3	4	-24	1	0.4	-4	2

Part of the list above, with bars between the fields.
SMILES | OXTR potentiate | CHO-K1 Ca antag | CHRM1 antagonist | CHRM1 PAM | CHO parental Ca | CHRM4 agonist | CHO-K1 Ca ag | M1 ag | CHRM4 antagonist
O=C(Nc1ccc(S(=O)(=O)N2CCCCCC2)cc1)c1ccco1 | -16 | -3 | -2 | 7 | -14 | 4 | 1.2 | -3 | 2
Cc1nn(CC2CC2)c(=O)n1-c1ccc(C(C)C)cc1 | -26 | -10 | -9 | 10 | -2 | 1 | -0.1 | -4 | -17

From PubChem
